# Compound activity as filed in PubChem BioAssay.
# USP2a block: inhibitors of human ubiquitin-specific protease USP2a; USP2 core, Ub-CHOP2 coupled fluorogenic reporter, 485/531; O75604; Potency, µM (titrated, usually from 38.3 µM), for the others: at the top dose activity change, negative = inhibition, actives largely listed as inhibitors; AID 463254; hit rate 0.01% among 330,000;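 also: potency is read from the fitted curve at half-maximal effect; plate controls were DMSO wells for no effect and full inhibition by NEM control for full effect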
#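 USP2 core (10nM final) preincubated 30min RT with compound in 20mM Tris-HCl pH 8.0, 2mM CaCl2, 2mM beta-mercaptoethanol, 0.05% CHAPS; 25nM Ub-CHOP2 plus 25nM reporter substrate added, fluorescence (Ex485/Em531) read after 60min.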
# PKM2 act: activators of human pyruvate kinase M2 | P14618 | purified PKM2, Kinase-Glo ATP luminescence, activation; response scale: 0% is enzyme alone, no compound | Potency, µM (doses to about 57.5 µM), inactives show at the top dose activation, actives largely listed as activators | hit rate 0.34% among 260,000 | AID 1631; also: potency is read from the fitted curve at half-maximal effect; nearly all actives have a fitted effect of over 55% in size
#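 hPK-M2, >95% pure; 0.1 mM ADP / 0.5 mM PEP final; imidazole pH7.2 buffer w/ 7 mM MgCl2, 50 mM KCl; 1 h RT; Kinase-Glo lum. Intermediate enzyme activity for dual inhibitor/activator qHTS.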
# B2AR arrestin: beta2AR (human) beta-arrestin recruitment activity; hit rate 0.02% among 330,000; Potency, µM (titrated, usually from 46.1 µM), without a hit: at the top dose activation, hits mostly activators; beta-arrestin recruitment to beta2AR, cell-based reporter;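 also: potency is read from the fitted curve at half-maximal effect; 0% = DMSO controls and full agonism = EC100 isoproterenol or metaproterenol; nearly all actives have a fitted effect of over 65% in size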
# Giardia kill: Giardia lamblia killing. Giardia lamblia trophozoite viability. activity change, % at 7.66 µM, hits read low. hit rate 0.15% among 340,000; in the data active = activity change below about -80%; inconclusive = between about -30% and that limit;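 also: parasites exposed to compound for two days anaerobically before the ATP read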
#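 Luminescent ATP signal served as the viability read-out, measured 15-30 min after adding ATP detection reagent to trophozoites that had been incubated with compounds for 48 hrs at 37 deg C anaerobically at 100 cells/well.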
# uPA generation: blocks generation of uPA at the cell surface; cell surface uPA generation assay, qHTS; Potency, µM (titrated, usually from 38.3 µM), without a hit: at the highest dose activity change, negative = inhibition, actives largely listed as inhibitors; hit rate 0.31% among 330,000; AID 540303; active = well fitted inhibition curve with a large enough effect; inconclusive = small, poorly fitted or top-dose-only effect; inactive = no such curve, though single readings can be large or run the other way; tested in mouse RAW 264.7 cells; also: potency is read from the fitted curve at half-maximal effect; nearly all actives have a fitted effect of over 55% in size
# hERG WT inh: KCNH2 (human, wildtype) channel inhibition. Q12809. U2OS, BacMam KCNH2, thallium flux FluxOr; active compounds read low. activity change, % at 1.84 µM. hit rate 0.37% among 340,000. AID 720551;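 active = maximum activity change below -70%; inconclusive = maximum activity change between -70% and -50%; inactive = maximum activity change above -50%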
# Target sequence (Q12809 whole entry, looked up): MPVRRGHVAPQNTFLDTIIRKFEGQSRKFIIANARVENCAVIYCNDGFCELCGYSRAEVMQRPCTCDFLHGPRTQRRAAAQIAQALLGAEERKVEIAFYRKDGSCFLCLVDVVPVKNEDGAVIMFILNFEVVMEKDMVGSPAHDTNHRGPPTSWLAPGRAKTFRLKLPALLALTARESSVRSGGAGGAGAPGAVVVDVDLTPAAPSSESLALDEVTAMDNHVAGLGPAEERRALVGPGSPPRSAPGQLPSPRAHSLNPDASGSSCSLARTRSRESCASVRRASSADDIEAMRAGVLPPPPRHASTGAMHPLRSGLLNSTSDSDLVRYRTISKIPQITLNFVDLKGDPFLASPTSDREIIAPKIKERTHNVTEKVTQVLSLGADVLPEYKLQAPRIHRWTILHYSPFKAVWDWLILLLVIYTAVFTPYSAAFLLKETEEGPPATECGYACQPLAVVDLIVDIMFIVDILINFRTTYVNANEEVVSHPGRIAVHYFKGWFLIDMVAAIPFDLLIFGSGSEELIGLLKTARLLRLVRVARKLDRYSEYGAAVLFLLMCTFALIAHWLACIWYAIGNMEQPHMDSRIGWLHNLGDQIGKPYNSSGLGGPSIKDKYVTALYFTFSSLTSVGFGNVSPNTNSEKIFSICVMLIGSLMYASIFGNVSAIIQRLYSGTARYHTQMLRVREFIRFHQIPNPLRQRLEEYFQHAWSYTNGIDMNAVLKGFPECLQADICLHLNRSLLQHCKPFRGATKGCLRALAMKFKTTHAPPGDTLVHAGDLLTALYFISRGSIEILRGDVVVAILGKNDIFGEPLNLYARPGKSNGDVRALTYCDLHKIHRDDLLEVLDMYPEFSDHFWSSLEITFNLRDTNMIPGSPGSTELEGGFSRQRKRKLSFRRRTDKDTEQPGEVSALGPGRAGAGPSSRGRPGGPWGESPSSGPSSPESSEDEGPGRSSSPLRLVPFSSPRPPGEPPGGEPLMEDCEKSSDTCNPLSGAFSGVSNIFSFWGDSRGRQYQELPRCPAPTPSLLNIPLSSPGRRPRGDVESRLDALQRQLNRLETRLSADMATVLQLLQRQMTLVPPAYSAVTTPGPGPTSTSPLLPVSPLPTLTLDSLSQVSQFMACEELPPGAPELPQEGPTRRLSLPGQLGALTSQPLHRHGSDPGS
#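 U2OS cells were transduced with wild-type KCNH2 virus (2.03 x 10^8 / mL) for 4 h at room temperature, then cultured overnight at 37 C. Thallium flux was read with FluxOr dye. Rate constants were normalized to DMSO controls.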
# Chronic BCR inh: blocks chronic active B-cell receptor signaling | ABC-DLBCL IkBa-CBG/CBR reporter, luminescence ratio, 4 h | Potency, µM (titrated, usually from 46.1 µM), for inactives: top-dose ratio change, negative = lower green/red ratio, usual class: inhibitors | hit rate 0.05% among 340,000 | AID 493014; active = well fitted inhibition curve with a large enough effect in the signal ratio, with a control signal flat, not every such curve was filed as active; inconclusive = small, poorly fitted or top-dose-only effect, or effect the other way, or a change in a side signal; the % refers to the signal ratio;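 also: potency is read from the fitted curve at half-maximal effect; plate controls were basal doxycycline-induced cells for no effect and cells given 10 µM MG132 for full effect; MG132 reads +100%, hits lower the ratio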
#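 TMD8 human ABC-DLBCL cells with doxycycline-inducible IκBα–green luciferase fusion and unfused red luciferase, in 0.5% FBS medium; compounds up to 46 uM, 4 h at 37C. Green/red luminescence ratio, filter-overlap corrected, fitted to concentration-response curves.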
# GALK inh: blocks human galactokinase activity | P51570 | Purified GALK, Kinase-Glo residual ATP luminescence | Potency, µM (titrated, usually from 57.5 µM), for inactives: at the top dose activity change, negative = inhibition, usual class: inhibitors | hit rate 0.007% among 270,000; also: potency is read from the fitted curve at half-maximal effect
#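 Compounds were pin-transferred into ATP buffer (35 uM final), then GALK plus galactose (5 nM, 100 uM final) was added. After 1 h at room temperature, Kinase-Glo Plus was added and luminescence read after 10 min.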
# KCNH2 3.1 block: blocks the human KCNH2 3.1 channel isoform | U2OS KCNH2 3.1, thallium flux FluxOr; active compounds read low | activity change, % (tested at about 1.8 µM) | hit rate 0.95% among 340,000 | AID 720553;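 active = maximum activity change below -70%; inconclusive = maximum activity change from -70% to -50%; inactive = maximum activity change above -50%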;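 also: thallium influx rate constant from kinetic fluorescence after stimulation buffer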
#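 Measured as rate of thallium-driven FluxOr signal in transduced U2OS cells carrying the 3.1 channel, read kinetically for 2 min upon stimulation; values are rate constants scaled to DMSO control wells.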
# Eya2 inh: blocks the phosphatase activity of human Eya2; recombinant Eya2, OMFP fluorescence dephosphorylation (OMFP is methylfluorescein phosphate); AID 488837; Potency, µM (doses to about 76.9 µM), for the others: at the highest dose activity, negative = inhibition, usual class: inhibitors; hit rate 0.006% among 330,000; O00167; also: potency is read from the fitted curve at half-maximal effect
#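 Eya2 (0.2 uM) preincubated 10 min at ambient with compound, then OMFP substrate added at 50 uM; 10 min reaction in 50 mM HEPES pH 7.5, 50 mM NaCl, 5 uM MgCl2, 0.05% BSA, 1 mM DTT. Fluorescence read at Ex 485/Em 525 nm.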
# Coupling enz: inhibits coupling enzyme system, counter-screen for aldolase hits | coupling enzyme system counterscreen, AmpLite Red fluorescence | activity change, negative = inhibition, % at 58.2 µM, hits read low | hit rate 0.67% among 290,000 | AID 2472; in the data active = activity change below about -30%
#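 Fluorescence at 525 nm excitation and 598 nm emission measured inhibition of the coupled detection system without aldolase. Compounds (at 57.5 uM final) were preincubated 10 min at room temperature with coupling enzyme reagent before a 20 min substrate/AmpLite Red step.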
# * marks the source's active call; other numbers are inactive results; ? = inconclusive; nt = no result given; & = joins results of further samples; [ ] = dose if it differs, or a comment. Unless noted, calls follow the shape of the dose curve; as a rule, active = well fitted curve in the direction sought with a large enough effect; inconclusive = small, poorly fitted or top-dose-only effect, or another doubt; inactive = no such curve, though single readings can be large; an effect the other way counts as inactive or inconclusive. Unless noted, % is scaled to controls: 0 for no effect and ±100 for the full control effect.
SMILES,USP2a block,PKM2 act,B2AR arrestin,Giardia kill,uPA generation,hERG WT inh,Chronic BCR inh,GALK inh,KCNH2 3.1 block,Eya2 inh,Coupling enz
COc1ccccc1S(=O)(=O)CC(O)COc1ccccc1Cl (stereo not given),2%,1%,0.4%,-3,3%,-28,3%,7%,7,8%,-2
COc1ccc(C(=O)NCc2cn3ccsc3n2)cc1OC,2%,-6%,0.0%,-10,-13%,0,?,0%,3,-11%,-1
Cn1cnnc1SCC(=O)c1cc2ccccc2o1,3%,3%,-0.2%,4,20%,nt,-6%,11%,1,-17%,2
CCC(=O)NC(Nc1sc2c(c1C(=O)OC)CCCC2)(C(F)(F)F)C(F)(F)F,2%,-2%,0.4%,3,3%,3,0%,nt,-1,4%,-1
O=S(=O)(Cc1ccccc1)Nc1ccc(F)cc1,1%,nt,0.2%,-16,-4%,31,1%,nt,-3,11%,-2
CS(=O)(=O)N1CCN(c2ccccc2[N+](=O)[O-])CC1,-1%,5%,-1.2%,-3,-6%,-8,-1%,9%,-8,1%,-2
CC(=O)Nc1ccc(NC(=O)c2cccc3c2-c2ccccc2C3=O)cc1,0%,nt,-0.1%,7,-18%,-11,-7%,11%,7,2%,4
CCCCC(=O)/C=C/n1c(=S)oc2ccccc21,4%,4%,?,-16,-6%,30,-22%,1%,nt,3%,0
COc1cc(NC(=O)N[C@@H](Cc2c[nH]c3ccccc23)C(=O)O)c(C(=O)O)cc1OC,1%,nt,-0.9%,-17,9%,-6,-2%,-2%,7,-5%,6
COc1cc(/C=C(\C#N)C(=O)NCC2CCCO2)c([N+](=O)[O-])cc1OC (stereo not given),2%,10%,-0.1%,19,4%,-3,0%,-2%,1,3%,4
COC(=O)c1ccccc1NC1=C/C(=N\S(=O)(=O)c2cccs2)c2ccccc2C1=O,1%,11%,-0.2%,8&6,-11%,5&5,?,1%,-4,-5%,4
COC(=O)c1ccccc1OCCCN(C)C,-1%,0%,-1.2%,1,3%,3,1%,2%,18,5%,1
Clc1ccccc1-c1nn2c(-c3ccccn3)nnc2s1,1%,-4%,-0.7%,-9,-4%,18,1%,5%,4,8%,2
CC(C)=CCN1CCN(Cc2cn[nH]c2C2CCCCC2)CC1CCO (stereo not given),5%,-1%,0.1%,-4,1%,8,-1%,6%,13,0%,3
O=C(c1ccccc1)N1CCCOC1c1ccccc1 (stereo not given),2%,-12%,0.0%,4,0%,2,1%,4%,-1,4%,-5
O=C(CC1OC(=O)c2ccccc21)NC1CCCCC1 (stereo not given),3%,-1%,-0.4%,9,-3%,-3,?,0%,-1,10%,2
Cc1ccc(Cl)cc1NC(=O)COC(=O)CCN1C(=O)C2CC=CCC2C1=O (stereo not given),-6%,nt,0.4%,-2,0%,0,-7%,nt,-10,-14%,nt
Cc1occc1C(=O)NNC(=S)NCC(C)C,2%,-7%,0.2%,-8,nt,-14,18%,-1%,4,3%,-1
Cc1ccc(C(=O)N2CCCC(CCC(=O)NCc3ccccc3F)C2)cn1 (stereo not given),3%,-2%,-0.2%,33[activator],-1%,3,?,-1%,-7,-13%,nt
CC[n+]1c(/C=C2\C=C(C)CC(C)C2)sc2ccccc21 (stereo not given),-1%,6%,-0.3%,17,-4%,-3,?,-1%,2,19%,-6
COc1cccc(/C=N/n2c(COc3ccccc3)n[nH]c2=S)c1,-2%,nt,0.4%,-15,-2%,-1,0%,nt,16,13%,3
COc1cccc(C2C(C(N)=O)=C(C)Nc3nc(CCCO)nn32)c1OC (stereo not given),-2%,-6%,0.1%,-9,3%,-1,5%,0%,13,-12%,2
O=C(N/N=C/c1cccnc1)c1ccc(S(=O)(=O)N2CCCCCC2)cc1,10%,0%,-0.7%,-17,4%,-10,-5%,-6%,3,15%,-1
O=S1(=O)CCC(NCC2CCCO2)C1 (stereo not given),-2%,1%,-0.9%,-12,-3%,-5,3%,5%,4,4%,-2
O=C(CCC(=O)N1CCOc2ccc(Cl)cc21)NCCCN1CCC(Cc2ccccc2)CC1,2%,-5%,-0.1%,-2,?,-44,?,nt,-80*,-3%,-1

# Going on with the list:
SMILES,USP2a block,PKM2 act,B2AR arrestin,Giardia kill,uPA generation,hERG WT inh,Chronic BCR inh,GALK inh,KCNH2 3.1 block,Eya2 inh,Coupling enz
Cc1cn([C@H]2C[C@H](O)[C@@H](CCC(=O)NCCc3c[nH]c4ccccc34)O2)c(=O)[nH]c1=O,1%,nt,-0.5%,-6,19%,12,6%,nt,-1,1%,nt
COc1ccc(CC(=O)Oc2ccc(Cl)cc2Br)cc1S(=O)(=O)N1CCOCC1,-1%,nt,-0.6%,0,-2%,-5,2%,nt,-8,19%,nt
COc1ccc(OC)c(-n2nnnc2SCC(=O)N2CCN(C(=O)c3ccco3)CC2)c1,2%,-2%,0.3%,6,-1%,-4,0%,1%,9,-1%,4
COc1ccc(CNC(=O)CSc2nnc3c(n2)[nH]c2ccccc23)cc1,2%,nt,-0.4%,-15,17%,1,?,4%,-6,-15%,-2
COc1cccc(NC(=O)Nc2ccc(Cc3ccncc3)cc2)c1,-2%,-1%,-1.4%,-3,1%,-9,?,nt,-5,2%,0
Cc1ccc(C)c(S(=O)(=O)N2CCCOC2CNC(=O)C(=O)NC2CCCCC2)c1 (stereo not given),0%,0%,-1.0%,11,2%,2,?,6%,12,14%,nt
COc1cccc2cc(C(=O)NCCN3CCOCC3)oc12,-3%,10%,0.5%,9,0%,-13,11%,-4%,-3,-6%,nt
CC(C)CCN1C(=O)c2ccc(C(=O)Nc3ccc(Br)cc3C(=O)O)cc2C1=O,0%,-2%,-1.6%,-4,15%,1,8%,4%,11,-2%,4
CCOc1ccc(NC(=O)CN(C)C(=O)c2ccc3c(c2)C(=O)N(CCC(C)C)C3=O)cc1OCC,-1%,-2%,-0.7%,2,9%,6,1%,-2%,-10,0%,-1
NC(=O)c1sc2nc3c(c(-c4ccc(Cl)cc4)c2c1N)CCCC3,0%,10%,-0.4%,-11,-1%,-3,30%,0%,-22,-9%,5
O=C(c1cc2c(=O)oc3ccccc3c2s1)N1CCOCC1,-1%,-3%,-0.3%,5,-5%,-2,?,0%,11,10%,1
O=C(NCCC1CCCCN1S(=O)(=O)c1ccc(Cl)cc1)C(=O)NCCN1CCOCC1 (stereo not given),3%,nt,-0.3%,-8,?,-4,3%,nt,4,-8%,nt
CCN(CC)S(=O)(=O)c1cccc(NC(=O)COc2ccc(Cl)cc2Br)c1,1%,2%,0.2%,-8,-2%,1,1%,0%,1,-6%,1
COc1ccccc1-c1sc2cc3c(cc2c1C#CCO)OCO3,-19%,nt,-3.1%,?,-4%,9,-5%,nt,3,-3%,nt
Cc1ccc(-n2c(Cn3nc(C(F)(F)F)cc3C)n[nH]c2=S)cc1,-1%,-7%,0.3%,-30,nt,-2,11%,-2%,-3,7%,5
C=CCNC(=O)CC1C(=O)NCCN1Cc1ccc(-c2ccccc2)cc1 (stereo not given),1%,1%,-0.6%,42[activator],0%,nt,0%,1%,-6,4%,-2
CCOC(=O)CC(NC(=O)C1c2ccccc2Oc2ccccc21)c1ccccc1Cl (stereo not given),3%,-1%,4.0%,5,-4%,1,-7%,1%,-10,5%,5
COc1ccc(C(=O)NCC(=O)OCC(=O)c2ccc(Cl)cc2)cc1OC,11%,1%,0.0%,0,2%,-4,?,0%,-12,-9%,3
COc1ccccc1/C=C/C(=O)NCc1ccccn1,4%,0%,0.3%,1,-1%,9,?,3%,nt,-19%,0
CCN(CC)CCCNC(=O)Cn1ncc2c(=O)oc3ccc(C)cc3c21,0%,2%,0.2%,8,8%,-5,12%,2%,2,17%,2
CCOC(=O)c1ccc(NC(=S)N2CCCC(C)C2)cc1 (stereo not given),-4%,1%,0.1%,-2,5%,-4,-11%,-2%,-10,-1%,4
CCc1cccc2c(C(=O)C(F)(F)F)cn(CC(=O)N3CCOCC3)c12,2%,-28%,-0.5%,16,0%,nt,-1%,-2%,-1,2%,2
O=[N+]([O-])c1cccc(S(=O)(=O)N2CCc3ccccc3C2)c1,0%,-9%,-0.8%,-5,-12%,16,3%,-6%,6,0%,3
Nc1c(C(=O)CSc2nnnn2-c2ccccc2)c(=O)[nH]c(=O)n1C1CC1,1%,nt,-0.1%,20,0%,-2,2%,nt,24,-13%,nt
Cc1nc2ccccc2c(=O)n1/N=C/c1cn[nH]c1-c1ccccc1,1%,0%,-0.2%,-1,3%,3,?,-4%,-7,11%,-1
CCCSc1cc(NCCOC(=O)CCC)c([N+](=O)[O-])c2nonc12,3%,0%,0.2%,13,-6%,-15,-26%,-1%,nt,8%,-3
COc1ccc(C(NC(=O)/C=C\c2ccco2)c2ccc(OC)c(OC)c2)cc1 (stereo not given),1%,11%,-0.1%,3,nt,-14,?,-1%,8,-11%,3

# Hits appear at their usual frequency; 2.4% or so of the library scored in one or more.
